RGS4 inh – inhibitors of human RGS4; B-score at 10 µM; P49798; AID 463165; actives 0.45% (n = 310,000); HEK293 M3R/RGS4 inducible, Fluo-4 calcium flux; stronger effect = higher value; triggered by carbachol at its EC20;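 active means B-score, a plate-corrected calcium signal, over three deviations above library mean, with baseline fluorescence within five deviations of library mean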;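 further: RGS4 expression induced by doxycycline in cells with stable M3 receptor; B-score is computed from the integrated fluorescence ratio over baseline after carbachol; higher B-score means a larger calcium signal and so more RGS4 inhibition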
MrgX1 antagonist – human MrgX1 receptor antagonism, primary screen; Q96LB2; MRGX1-HEK293 calcium flux, Fluo-4, BAM8-22 antagonism; stronger effect = lower value; B-score at 10 µM; actives 1.3% (n = 310,000); AID 588676;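 active means calcium-response B-score plate-corrected more than 3 library SD below zero, starting fluorescence within 5 deviations, no agonist response on first addition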;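 further: peak minus trough fluorescence over baseline after final BAM8-22 challenge near maximal dose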
TRPC4 block – TRPC4 (mouse) channel inhibition. Q9QUQ5. HEK293 TRPC4beta/mu-opioid, DAMGO-evoked Fluo4 calcium flux; stronger effect = lower value. B-score at 10 µM. AID 2247. actives 0.39% (n = 300,000);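 active means B-score over 3 SD under the library average, no early fluorescence shift, positive overall ratio signal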
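Test system – stable TRPC4beta/mu-opioid receptor HEK293 cells · Probe or stimulus – DAMGO, a submaximal dose followed by a maximal one · Dosing – one concentration per compound · Signal – Fluo4 calcium fluorescence by kinetic imaging, 5 s 1 Hz baseline · Evaluation – per-well B score of integrated baseline-normalized Fluo4 ratio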
TRPC6 act – activates the mouse TRPC6 cation channel. Q61143. HEK293-TRPC6 membrane potential dye fluorescence; stronger effect = higher value. B-score at 10 µM. actives 0.13% (n = 310,000). AID 2550;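 active means B-score of the integrated fluorescence ratio above library mean plus 3 SD, and starting fluorescence ratio within library mean plus 5 SD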;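 further: higher score means more depolarization so channel activation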
ANO1 block – blocks the mouse calcium-activated chloride channel TMEM16A | Q8BHY3 | HEK293 TMEM16A/YFP iodide influx fluorescence, ionomycin | normalized B-score (activity score, 25-100; higher = stronger inhibition) at 10 µM | actives 1.2% (n = 310,000) | AID 588511;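 active means ratio plate-corrected score three or more library SD toward inhibition, starting fluorescence score within five deviations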;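 further: score derived from kinetic fluorescence span divided by baseline fluorescence per well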
Target sequence (Q8BHY3 whole entry, looked up): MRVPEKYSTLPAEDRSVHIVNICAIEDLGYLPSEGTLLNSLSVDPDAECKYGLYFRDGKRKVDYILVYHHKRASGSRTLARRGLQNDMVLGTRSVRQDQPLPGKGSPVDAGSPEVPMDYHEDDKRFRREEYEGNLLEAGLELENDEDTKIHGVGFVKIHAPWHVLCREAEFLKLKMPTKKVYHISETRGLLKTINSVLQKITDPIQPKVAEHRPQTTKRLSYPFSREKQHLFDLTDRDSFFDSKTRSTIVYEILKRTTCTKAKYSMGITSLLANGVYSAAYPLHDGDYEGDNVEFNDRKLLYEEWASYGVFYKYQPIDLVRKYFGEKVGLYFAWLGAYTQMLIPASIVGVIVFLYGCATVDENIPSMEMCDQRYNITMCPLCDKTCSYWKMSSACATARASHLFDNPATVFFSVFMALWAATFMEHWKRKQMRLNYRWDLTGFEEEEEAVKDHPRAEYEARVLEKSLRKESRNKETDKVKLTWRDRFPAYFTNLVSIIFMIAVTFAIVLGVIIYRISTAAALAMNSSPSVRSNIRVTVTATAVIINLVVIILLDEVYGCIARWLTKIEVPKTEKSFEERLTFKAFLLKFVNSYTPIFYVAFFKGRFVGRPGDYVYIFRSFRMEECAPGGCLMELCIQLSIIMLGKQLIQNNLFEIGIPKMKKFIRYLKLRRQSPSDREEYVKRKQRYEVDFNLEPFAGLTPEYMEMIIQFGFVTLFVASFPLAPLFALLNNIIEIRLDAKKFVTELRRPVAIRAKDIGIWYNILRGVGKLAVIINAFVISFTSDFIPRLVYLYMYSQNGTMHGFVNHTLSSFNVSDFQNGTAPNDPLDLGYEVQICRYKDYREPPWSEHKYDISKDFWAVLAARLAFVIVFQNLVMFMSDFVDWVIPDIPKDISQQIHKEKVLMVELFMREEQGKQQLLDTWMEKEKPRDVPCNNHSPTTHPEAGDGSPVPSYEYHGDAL
ANO1 activ – mouse TMEM16A channel activation, primary screen. B-score at 10 µM. HEK293 TMEM16A/YFP-H148Q/I152L, iodide quench fluorescence; stronger effect = lower value. actives 0.3% (n = 340,000). Q8BHY3;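 active means fluorescence-ratio B-score plate-corrected deviation score at least 3 library SD below zero, with starting fluorescence score within 5 deviations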;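 further: channel opened by trigger with iodide after compound preincubation; score built on the fluorescence ratio of max minus min over baseline; more negative score means more quench and so TMEM16A activation or potentiation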
TRPC6 inhibitor – inhibitors of mouse TRPC6 channel; B-score at 10 µM; HEK293-TRPC6, membrane potential dye, ACh-evoked depolarization; stronger effect = lower value; actives 1.1% (n = 310,000);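 active means B-score under library mean minus 3 SD, initial fluorescence not abnormally high, positive integrated signal ratio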;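 further: B-score derived from integrated fluorescence ratio over the kinetic read; more negative B-score means stronger inhibition of depolarization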
TRPC4 act – TRPC4 (mouse) channel activation; actives 0.49% (n = 310,000); B-score at 10 µM; AID 2237; HEK293 TRPC4beta/mu-opioid, Fluo4 calcium fluorescence; stronger effect = higher value; Q9QUQ5;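 active means B-score above 5 SD of library B-scores, and initial fluorescence ratio not above library mean plus 5 SD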;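 further: positive B-score marks a calcium rise read as TRPC4 activation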
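System – HEK293 cells stably co-expressing mouse TRPC4beta and mu-opioid receptor · Signal – Fluo4 calcium-sensitive dye fluorescence, kinetic, 1 Hz baseline · Benchmarks – buffer (low) and maximal DAMGO (high) · Read-out – B score of integrated fluorescence ratio per well · Incubation – dye loading 45 min room temperature, 110 s kinetic read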
TRPC4 PAM – allosterically enhances the mouse TRPC4 cation channel; Q9QUQ5; HEK293 TRPC4beta/mu-opioid, DAMGO EC20, Fluo-4 Ca2+ flux; stronger effect = higher value; B-score at 10 µM; actives 0.42% (n = 310,000); AID 2227;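 active means B-score of calcium response area above 5 SD of library B-scores, with initial fluorescence ratio within 5 SD of library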;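 further: B-score of integrated fluorescence ratio over time as area under calcium response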
MrgX1 ag – agonists of human MrgX1 receptor; actives 0.44% (n = 310,000); Q96LB2; MrgX1-HEK293 cells, Fluo-4 calcium fluorescence, agonist mode; stronger effect = higher value; AID 588627; B-score at 10 µM;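 active means calcium response B-score plate-corrected fluorescence ratio at least 3 library SD, with starting fluorescence B-score inside 5 SD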
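System: HEK293 cells stably expressing human MrgX1 receptor; Dosing: test compound in the initial addition of three; Schedule: overnight plating, then 30 min 37 °C plus 30 min room-temperature dye loading; Detection: kinetic calcium dye fluorescence, Fluo-4 NW; Controls: per-plate positive and negative controls for Z′ factor.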
MrgX1 allo act – allosterically activates human MrgX1 receptor signaling | Q96LB2 | MrgX1-HEK293, Fluo-4 calcium flux, FDSS; stronger effect = higher value | B-score at 10 µM | actives 0.63% (n = 310,000);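 active means plate-corrected calcium response at least 3 library SD above typical, normal starting fluorescence, not activating the receptor alone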;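 further: compound read alongside a low EC10 to EC30 dose of BAM8-22 agonist; peak minus trough fluorescence over baseline measured at the second addition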
Active calls of the source: *; i = inactive; x = not tested or not shown.

SMILES | RGS4 inh | MrgX1 antagonist | TRPC4 block | TRPC6 act | ANO1 block | ANO1 activ | TRPC6 inhibitor | TRPC4 act | TRPC4 PAM | MrgX1 ag | MrgX1 allo act
CC(C)C(=O)NNC(=O)CSc1nnc(-c2ccccc2)c(-c2ccccc2)n1 | i | i | i | i | i | i | i | i | i | i | i
CCCNC(=O)C1CC(=O)N(c2ccc(OCc3ccc(Cl)cc3)cc2)C1 (configuration not stated) | i | i | i | i | i | i | i | i | i | i | i
CC(C)c1nc2scc(-c3ccc(Cl)cc3)c2c(=O)n1N | i | i | i | i | i | i | i | i | i | i | i
COc1cccc(NS(=O)(=O)c2c(C(=O)N3CCCCCC3)c(C)n(C)c2C)c1 | i | i | i | i | i | i | i | i | i | i | i
Cc1cccc(C)c1OCc1nnc(NC(=O)CSc2ccc(Cl)cc2)s1 | i | i | i | i | i | i | i | i | i | i | i
O=C(c1cnn(-c2ccc(Cl)cc2)c1)c1ccccc1O | i | i | i | i | i | i | i | i | i | i | i
CC(=O)N(C(C)=O)c1nc(-c2ccccc2)cn1/N=C/c1cccc([N+](=O)[O-])c1 | i | i | i | i | i | i | i | i | i | i | i
CCn1cc(C(=O)OCC(=O)Nc2cccc(C)c2)c(=O)c2ccc(C)nc21 | i | i | i | i | i | i | i | i | i | i | i
O=C(/C=C/c1cn(CC(O)CN2CCCCCC2)c2ccccc12)c1cccs1 (configuration not stated) | i | i | i | i | i | i | -6.1* | i | i | i | i
O=C(C[n+]1cccc2ccccc21)c1ccccc1 | i | i | i | i | i | i | i | i | i | i | i
C=CCn1c(SCC(N)=O)nnc1-c1cccc(Br)c1 | i | i | i | i | i | i | i | i | i | i | i
CCOC(=O)C1CSc2[nH]c(=O)sc2C1c1ccccc1 (configuration not stated) | i | i | i | i | i | i | i | i | i | i | i
Cc1ccc(CNC(=O)[C@@H](NC(=O)Cc2ccccc2)C(C)C)cc1 | i | i | i | i | i | i | i | i | i | i | i
NCCc1ccn[nH]1 | x | i | x | x | i | i | x | x | x | i | i
Cc1c(Cl)cccc1NC(=S)NN | i | i | x | i | i | i | i | i | i | i | i
N#Cc1nc(-c2ccc(F)cc2)oc1NCCN1CCOCC1 | i | i | i | i | i | i | i | i | i | i | i
COc1ccc(/C=C2/SC(=O)N(CCCCCC(=O)Nc3ccccc3C(=O)O)C2=S)cc1 | i | i | i | i | 100* | i | i | i | i | i | i
CN(C)c1ccc(/C=c2\sc3nc(-c4ccccc4)nn3c2=O)cc1 | i | x | i | i | x | x | i | i | i | x | x
Cc1ccc(NC(=O)CSc2nnc(-c3cccs3)n2Cc2ccco2)cc1 | i | i | i | i | i | i | i | i | i | i | i
Cc1cc([N+](=O)[O-])nn1CC(=O)N1CCCc2ccccc21 | i | i | i | i | i | i | i | i | i | i | i
COc1ccc(C(=O)/C=C2/Sc3cc4c(cc3N2C)OCO4)cc1 | i | i | i | i | i | i | i | i | i | i | i
CCc1ccccc1NC(=O)Cn1nnc(-c2cccnc2)n1 | i | i | i | i | i | x | i | i | i | i | i
O=C(C[n+]1cc(Br)cc(Br)c1)c1cccc([N+](=O)[O-])c1 | i | i | i | i | i | i | i | i | i | i | i
O=C(N/N=C/c1ccc(O)cc1)c1cccc(C(F)(F)F)c1 | i | i | i | i | i | i | i | i | i | i | i
CCOC(=O)c1c(C)oc(NC(=O)CCl)c1C(=O)OCC | i | i | i | i | i | i | i | i | i | i | i
COc1cccc(OC)c1C(=O)NC(=S)Nc1ccc(N2CCOCC2)c(Cl)c1 | i | i | i | i | i | i | i | i | i | i | i
O=C(CCN1CCN(C/C=C/c2ccccc2)CC1)Nc1ccccc1F | i | i | i | i | i | i | i | i | i | i | i
O=C(CSc1ccc([N+](=O)[O-])cn1)Nc1nccs1 | i | i | i | i | i | i | i | i | i | i | i
COc1ccccc1CNC(=O)C1CC(=O)N(C2CCCC2)C1 (configuration not stated) | i | i | i | i | i | i | i | i | i | i | i
Cc1ccccc1CNC(=O)c1ccc2nc(N3CCOCC3)sc2c1 | i | i | i | i | i | i | i | i | i | i | i
Cc1cc(C(=O)NNS(=O)(=O)c2ccccc2C(F)(F)F)nn1C(C)(C)C | i | i | i | i | i | i | i | i | i | i | i
CCC(C)(C)n1nnnc1C(c1ccc(C)cc1)N1CCN(Cc2ccc3c(c2)OCO3)CC1 (configuration not stated) | i | -6.2* | i | i | i | i | i | i | i | i | i
Cc1cc(NC(=O)CCC(=O)N(c2ccccc2C)C(C(=O)NC2CCCC2)c2ccccc2)no1 (configuration not stated) | i | i | i | i | i | i | i | i | i | i | i
COc1cc(OCc2ccccc2)c(C(=O)/C=C/c2ccc3c(c2)OCO3)c(OC)c1OC | i | i | i | i | i | i | i | i | i | i | i
COc1ccccc1N1CCN(C(=O)CN2C(=O)c3cccc4cccc(c34)C2=O)CC1 | i | i | i | i | i | i | i | i | i | i | i
COCCC1CCCCN1C(=O)c1cccc(OC2CCN(S(C)(=O)=O)CC2)c1 (configuration not stated) | i | i | i | i | i | i | i | i | i | i | i
CN(c1ccc(OCc2nnc(-c3ccccc3)o2)cc1)S(=O)(=O)c1ccccc1 | i | i | i | i | i | i | i | i | i | i | i
CC(C)c1cc(C(=O)O)n(-c2ccccc2)n1 | i | i | i | i | i | i | i | i | i | i | i
COc1cc(/C=N/N=C/c2cc(OC)c(O)c(OC)c2)cc(OC)c1O | i | i | i | i | i | i | i | i | i | i | i
O=C(COC(=O)c1ccc(Br)o1)NCc1ccco1 | i | i | i | i | i | i | i | i | i | i | i
N#CC12CCCCC1CC1CCCCC1(C#N)N2Cc1cccnc1 (configuration not stated) | i | i | i | i | i | i | i | i | i | i | i
CCOC(=O)N1CCN(C(=O)c2ccc(N3C(=O)CCC3=O)cc2)CC1 | i | i | i | i | i | i | i | i | i | i | i
Cc1ccccc1CNC1CCCCC1 | i | i | i | i | i | i | i | i | i | i | i
CC(=O)Oc1ccc(C(=O)NCc2ccco2)cc1 | i | i | i | i | i | i | i | i | i | i | i
CCCCC(CC)CNCc1cccn1CCN1CCOCC1 (configuration not stated) | i | i | i | i | i | i | i | i | i | i | i
COc1ccc(OC)c(S(=O)(=O)Nc2ccc(O)c(Sc3ncn[nH]3)c2)c1 | i | i | i | i | i | i | i | i | i | i | i
CC1CCN(C(=O)COc2ncnc3ccccc23)CC1 | i | i | i | i | i | i | i | i | i | i | i
Cc1ccc(O)c(NC(=O)CSc2ccc(Cl)cc2)c1 | i | i | i | i | i | i | i | i | i | i | i
O=C(CCl)N1c2ccccc2OCC1c1ccccc1 (configuration not stated) | i | i | i | i | i | i | i | i | i | i | i
Cc1cc(C)c2nc(N(CCN(C)C)C(=O)c3ccc(S(=O)(=O)N(C)CC4CCCO4)cc3)sc2c1 (configuration not stated) | i | i | i | i | i | i | i | i | i | i | i

Continued:
SMILES | RGS4 inh | MrgX1 antagonist | TRPC4 block | TRPC6 act | ANO1 block | ANO1 activ | TRPC6 inhibitor | TRPC4 act | TRPC4 PAM | MrgX1 ag | MrgX1 allo act
O=C(COC(=O)CCc1nc2ccccc2c(=O)[nH]1)Nc1c(Cl)cccc1C(F)(F)F | i | i | i | i | i | i | i | i | i | i | i
Cc1nc(S(=O)(=O)c2ccc(Cl)cc2Cl)nc2c1CCC2 | i | i | i | i | i | i | i | i | i | i | i
CC(C)(O)C#Cc1ccc(CN2CCN(Cc3ccsc3)C(CCO)C2)s1 (configuration not stated) | i | i | i | i | i | i | i | i | i | i | i
COC(=O)/C=C/COc1ccccc1[N+](=O)[O-] | i | i | i | i | i | i | i | i | i | i | i
Cc1ccccc1-c1nc2c(s1)CCc1onc(-c3cccc([N+](=O)[O-])c3)c1-2 | i | i | i | i | i | i | i | i | i | i | i
CC(=O)NS(=O)(=O)c1ccc(N=NN2CCOCC2)cc1 | i | i | i | i | i | i | i | i | i | i | i
COc1cc(C2SCC(=O)N2c2c(C)n(C)n(-c3ccccc3)c2=O)ccc1O (configuration not stated) | i | i | i | i | i | i | i | i | i | i | i
COCCNC(=O)C(=O)Nc1cc2c3c(c1)CCC(=O)N3CCC2 | i | i | i | i | i | i | i | i | i | i | i
O=C(CSc1ccc2nc(-c3ccccc3)cn2n1)NCC1CCCO1 (configuration not stated) | i | i | i | i | i | i | i | i | i | i | i
O=C(NCc1ccccc1)C(c1ccc(F)cc1)N(Cc1ccc2c(c1)OCO2)C(=O)Cn1nnc(-c2cccs2)n1 (configuration not stated) | i | i | i | i | i | i | i | i | i | i | i
COc1ccc(C(=O)Nc2nc(CC(=O)NCCc3ccccc3OC)cs2)cc1 | i | i | i | i | i | i | i | i | i | i | i
CCOCCCNC(=S)N1CCC(NC(=O)C23CC4CC(CC(C4)C2)C3)CC1 | i | i | i | i | i | i | i | i | i | i | i
O=C(c1ccc(F)cc1)n1c(NCc2ccccc2)n[nH]c1=S | i | i | i | i | i | i | i | i | i | i | 7.3*
Cn1c(=O)c2c(ncn2CC(=O)OCC(=O)NC(c2ccccc2)c2ccccc2)n(C)c1=O | i | i | i | i | i | i | i | i | i | i | i
Cn1c(COc2nnc(-c3ccc(Cl)cc3)c3ccccc23)nc2ccccc21 | i | i | i | i | i | i | i | i | i | i | i
Cc1ccc(NC(=O)CC(O)(C(F)(F)F)C(F)(F)F)c(Br)c1 | i | i | i | i | i | i | -6.1* | i | i | i | i
COc1cccc(OCC(=O)NNC(=O)Cc2cccs2)c1 | i | i | i | i | i | i | i | i | i | i | i
CCCCCCCCC(=O)N/N=C(\C)c1ccc(O)cc1O | i | i | i | i | i | i | i | i | i | i | i
O=C(NC1CCCC1)C1(c2ccccc2)CCN(S(=O)(=O)c2ccccc2)CC1 | i | i | i | i | i | i | i | i | i | i | i

Screens deposited in PubChem by Johns Hopkins Ion Channel Center.
